Assay outcomes deposited in PubChem BioAssay by The Scripps Research Institute Molecular Screening Center.
CHO parental Ca: signal in parental CHO cells, OX1R antagonist counter-screen; AID 463079; parental CHO-K1, ATP-induced calcium, Fluo-8 fluorescence; 330,000 tested, 0.63% active; inhibition, % at 5.6 µM;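 active = inhibition above that plate's mean sample inhibition plus 3 SD, cut at about 26% in these data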;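 note: 0% = ATP-challenged DMSO wells and 100% = DMSO wells without ATP; some compounds past the cut are filed as inactive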
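Measured by: calcium-sensitive Fluo-8 fluorescence / Test system: CHO parental line / Controls: ATP-challenged DMSO wells low, unchallenged DMSO wells high / Measure: % inhibition / Compound: single nominal dose of 5.6 µM per compound / Replicates: single well per compound, no replicates / Reagent: ATP as calcium-mobilizing challenge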
M1 antag: human CHRM1 antagonism; P11229; CHO-K1 hM1, Fluo-8 calcium fluorescence, ACh EC80 antagonist; inhibition, % at 3 µM; 360,000 tested, 1.3% active; AID 588852;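 active = percent inhibition above its own plate's cutoff, namely the mean of that plate's compound wells plus 3 SD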;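 note: peak over basal fluorescence ratio during 140 s after agonist addition; 0% = ACh EC80 plus DMSO and 100% = DMSO alone without agonist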
Target sequence (P11229 whole entry, looked up): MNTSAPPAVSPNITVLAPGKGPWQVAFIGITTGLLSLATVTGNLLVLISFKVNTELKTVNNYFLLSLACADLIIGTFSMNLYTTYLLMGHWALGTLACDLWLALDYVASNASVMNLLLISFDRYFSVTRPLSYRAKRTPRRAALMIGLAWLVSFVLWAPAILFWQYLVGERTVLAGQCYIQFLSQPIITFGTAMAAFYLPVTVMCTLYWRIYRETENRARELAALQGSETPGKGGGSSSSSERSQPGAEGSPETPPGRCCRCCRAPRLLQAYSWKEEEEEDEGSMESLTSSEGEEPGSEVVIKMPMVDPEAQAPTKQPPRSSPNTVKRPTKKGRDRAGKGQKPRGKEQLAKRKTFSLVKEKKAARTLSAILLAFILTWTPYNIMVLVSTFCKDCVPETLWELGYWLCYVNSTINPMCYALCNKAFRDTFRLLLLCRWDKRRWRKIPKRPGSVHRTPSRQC
M1 ag: activates human CHRM1 receptor; AID 588814; 360,000 tested, 0.33% active; CHO-K1 hM1, Fluo-8 calcium fluorescence, agonist mode; 0% DMSO, 100% acetylcholine EC100; activation, % at 3 µM;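 active = activation above the run's mean compound activation plus 3 SD, cut at about 16% in these data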;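 note: peak over basal fluorescence ratio within a 140 s kinetic read after compound addition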
M1 PAM parental: M1 PAM counterscreen hit in parental CHO-K1 cells; AID 602247; ATP EC20, Fluo-8 calcium fluorescence; 0% at ATP EC20, 100% at ATP max; activation, % at 3 µM; 360,000 tested, 0.02% active;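 active = activation above the run cutoff, the mean activation of all test compounds plus 3 SD, cut at about 40% in these data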;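 note: peak over basal fluorescence ratio in a 140 s read after ATP addition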
CHO-K1 Ca antag: M1 antagonist counterscreen hit in parental CHO-K1 cells; inhibition, % at 3 µM; 360,000 tested, 0.6% active; AID 602250; ATP-induced calcium, Fluo-8 fluorescence;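 active = inhibition above a per-plate cutoff, the plate's mean sample inhibition plus 3 SD, cut at about 24% in these data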;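 note: 0% = DMSO plus EC80 ATP and 100% = DMSO alone without ATP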
M1 PAM: positive allosteric modulators of human M1 muscarinic receptor. 360,000 tested, 0.088% active. activation, % at 3 µM. CHO-K1 hM1, Fluo-8 calcium fluorescence, ACh EC20; 0% = ACh EC20, 100% = maximal ACh. AID 588819. P11229; in the data active = activation above about 19%, passing the limit was not always enough
TAAR1 antag: antagonists of human TAAR1; CHO RD-HGA16 TAAR1, Fluo-8 calcium fluorescence, antagonist; inhibition, % at 3 µM; 360,000 tested, 1.5% active; AID 624466;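 active = inhibition above a per-plate cutoff, the mean inhibition of test compounds on that plate plus 3 SD, cut at about 49% in these data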;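 note: 0% = DMSO plus EC80 beta-PEA response and 100% = DMSO alone without agonist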
Target sequence (Q96RJ0 whole entry, looked up): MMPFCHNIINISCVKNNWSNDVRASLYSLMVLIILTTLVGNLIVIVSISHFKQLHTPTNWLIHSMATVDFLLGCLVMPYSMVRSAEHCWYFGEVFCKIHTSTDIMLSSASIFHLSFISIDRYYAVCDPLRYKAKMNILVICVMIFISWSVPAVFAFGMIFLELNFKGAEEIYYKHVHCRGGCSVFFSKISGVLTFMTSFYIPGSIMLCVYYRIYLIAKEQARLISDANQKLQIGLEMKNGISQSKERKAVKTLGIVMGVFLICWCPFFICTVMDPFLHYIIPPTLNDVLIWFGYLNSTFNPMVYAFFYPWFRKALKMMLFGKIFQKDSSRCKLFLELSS
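Test system – hTAAR1-expressing CHO RD-HGA16 cells, Gα16-coupled · Also added – β-PEA at EC80 concentration, post-compound challenge · Compound – 3 µM, single point · Incubation – dye loading 75 min at 37 °C, then 30 min room temperature · Measured by – Fluo-8 intracellular calcium dye fluorescence, real-time kinetic reads · Benchmarks – vehicle and agonist controls · Replicates – singlicate, one well per test compound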
TAAR1 agonist: agonists of human TAAR1 | 360,000 tested, 0.99% active | CHO RD-HGA16 TAAR1, Fluo-8 calcium fluorescence; vehicle wells 0%, saturating PEA agonist 100% | Q96RJ0 | activation, % at 3 µM | AID 624467;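 active = activation above the mean activation of all test compounds in the run plus 3 SD, cut at about 38% in these data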
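Benchmarks: low control DMSO, high control PEA (EC100); System: CHO RD-HGA16 cells carrying human TAAR1 plus Gα16; Detection: Fluo-8 fluorescence, 5 s baseline then 140 s kinetic read; Schedule: 17-24 h plating, Fluo-8 75 min 37 °C, 30 min RT; Read-out basis: % activation from peak over basal fluorescence ratio, DMSO-to-PEA scaled.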
M1 ag parental: counter-screen for M1 agonists: effect in parental CHO-K1 cells | Fluo-8 calcium fluorescence; scaled to maximal ATP response, vehicle zero | 360,000 tested, 0.48% active | activation, % at 3 µM | AID 602248; in the data active = activation above about 15%;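 note: untransfected CHO-K1 host cells lacking M1 receptor as counterscreen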
The depositor's hits bear a star; / = no result given; & = joins results of further samples.

SMILES	CHO parental Ca	M1 antag	M1 ag	M1 PAM parental	CHO-K1 Ca antag	M1 PAM	TAAR1 antag	TAAR1 agonist	M1 ag parental
O=C(CC[C@H]1O[C@@H](n2ccc(=O)[nH]c2=O)[C@H](O)[C@@H]1O)NCCN1CCOCC1	/	-27.3	-1.7	14.5	-11.5	1.8	-14.5	1.6	0.1
CCCc1cc(C(=O)NNC(=S)NC2CCCCC2)cs1	13.3	-4.3	-0.7	-14.7	1.2	10.0	-8.1	-1.6	0.5
C=CCn1c(SCC(=O)Nc2c(C)n(C)n(-c3ccccc3)c2=O)nc2sc(C)c(-c3ccccc3)c2c1=O	-17.4	10.6	-6.7	14.2	-7.6	-1.9	-24.2	-0.4	0.1
Cn1c(SCC(=O)NC(=O)Nc2ccccc2)nnc1-c1ccncc1	-15.3	-7.5	-6.5	10.2	-7.5	5.8	-25.2	7.8	0.2
CC1CN(C(=O)COC(=O)COc2ccc(C#N)cc2)CC(C)O1 (stereo not given)	-1.9	-5.4	-1.2	7.7	-6.5	8.3	-5.5	1.1	3.9
COc1cccc(N2CCN(S(=O)(=O)c3ccc(-c4coc(C)n4)cc3)CC2)c1	-8.1	-3.0	-0.1	9.8	-11.4	-2.4	17.7	1.6	4.2
CCC(=O)N/N=C(\C)CC(=O)Nc1ccc(F)cc1	-3.4	-10.8	-2.9	8.9	-23.3	6.5	-5.0	14.2	-0.8
O=C(N/N=C/c1cccnc1)c1cccc(NC(=O)c2ccccc2Cl)c1	-16.3	2.4	-5.7	-11.4	12.5	-4.3	5.9	5.7	1.6
COc1cc(S(=O)(=O)N2CCOCC2)ccc1NC(=O)COC(=O)C12CC3CC(CC(C3)C1)C2	-15.7	-8.5	-3.1	-2.6	-3.1	10.6	-19.5	5.7	0.3
C#CCOCCOCCOCCNc1nc(N2CCN(C(=O)Cn3cc(CCO)nn3)CC2)nc(N2CCN(C(=O)[C@H]([C@@H](C)CC)n3cc(CCCN=C(N)N)nn3)CC2)n1	/	9.6	-8.1	5.7	-13.9	-4.2	-1.6	5.7	0.1
COc1ccccc1CCN1CCCC(CN(C)C(=O)c2ccc3nc[nH]c3c2)C1 (stereo not given)	-9.2	18.4	-4.8	-9.9	-1.5	-13.9	-21.4	4.2	1.0
O=C(Nc1ccc(S(=O)(=O)Nc2cnc3ccccc3n2)cc1)c1ccc([N+](=O)[O-])cc1Cl	-7.1	-5.1	-1.8	1.2	-1.3	1.0	-8.4	1.7	-0.4
O=C(CN1CCN(S(=O)(=O)c2ccc3ccccc3c2)CC1)Nc1ccc(N2CCOCC2)cc1	-10.8	-9.6	-7.5	12.6	-4.6	4.5	0.5	2.2	-0.2
O=C(COc1ccccc1F)NNC(=O)c1ccc2c(=O)n3c(nc2c1)CCC3	-0.8	-13.2	-2.1	20.8	-2.7	13.5	-14.9	0.4	1.9
CCc1ccc(NC(=O)CSc2nnc(CNC(=O)c3ccco3)o2)cc1	-16.2	-0.9	-2.1	10.6	-14.7	4.7	-17.3	2.1	2.7
CCN1CCN(C(=O)c2cc3c(s2)-c2c(C)cccc2OC3)CC1	5.7	-3.7	-10.2	9.2	-0.9	1.7	/	/	0.5
COc1ccc(Nc2nnc(SCC3CCCCO3)s2)cc1 (stereo not given)	-1.5	-5.7	-3.8	17.1	-17.0	5.7	-17.5	3.9	1.1
Cn1c(N)c(C(=O)CSc2ncn[nH]2)c(=O)n(C)c1=O	-0.7	-0.9	-2.2	2.7	-4.6	3.3	-17.0	0.8	0.3
CCOc1ccccc1NC(=O)Nc1ccon1	-11.8	-2.1	-1.9	12.9	-1.7	3.5	-2.0	8.2	13.5
Cc1cc(C)cc(OC(=O)COc2ccccc2C)c1	0.1	-5.6	-4.8	6.4	-13.3	2.9	-31.5	-2.3	0.0
CCOc1ccccc1NC(=O)NCc1ccco1	-17.3	-11.7	-3.6	20.6	-14.1	7.1	-33.5	2.8	0.7
Cc1c(C(=O)NCC(c2ccco2)N(C)C)oc2c(Cl)cccc12 (stereo not given)	-22.3	-6.6	-6.9	11.8	-4.0	4.3	2.0	2.6	0.5
Cc1ccc2c(c1)N(CC(=O)N1CCOCC1)C(=O)CO2	4.9	-6.7	-1.2	5.8	-15.1	12.1	10.8	-4.2	0.5
Cc1c(C(=O)OC(C)C)[nH]c2c1C(=O)CCC2	-9.7	-2.8	2.8	1.7	-7.7	9.7	3.0	5.7	0.9
Cc1csc(NC(=O)CSc2nnc3ncccn23)n1	-3.2	-9.1	-1.1	12.5	-15.7	4.3	-14.8	5.9	3.0

(next part)
SMILES	CHO parental Ca	M1 antag	M1 ag	M1 PAM parental	CHO-K1 Ca antag	M1 PAM	TAAR1 antag	TAAR1 agonist	M1 ag parental
Cc1ccccc1NC(=O)c1cccc2nc3ccccc3nc12	-15.4	-26.3	-1.8	14.1	-6.5	2.7	20.6	9.2	0.4
O=C1C2C(c3ccccc3)CC=CC2[C@H](c2cccc([N+](=O)[O-])c2)N1Cc1ccccc1 (stereo not given in full)	-18.5	-4.3	-1.3	-12.1	-0.4	1.9	17.4	6.1	-0.5
Fc1ccc2[nH]c3c(N4CCc5ccccc5C4)ncnc3c2c1	65.0*	41.0*	2.1	-16.2	28.2*	-15.3	42.4	6.0	14.1
C=CCOc1nc(N(C)C)nc(N(C)C)n1	-15.8	-20.4	-3.0	17.8	-3.9	4.9	0.2	8.3	0.0
O=C(CCN1C(=O)/C(=C/c2ccccc2Cl)SC1=S)NNC(=O)c1ccccc1O	-9.0	-2.4	-3.3	14.7	-5.5	-0.3	9.1	0.7	1.2
COc1ccccc1N(/N=C1\Sc2ccccc2C1=O)C(C)=O	-26.0	14.2	-6.8	17.6	-4.9	-11.1	-20.0	0.6	2.4
O=C(CC(=O)NC1CCCCC1)N/N=C/c1ccccc1Cl	1.1	-3.1	-5.7	21.2	-8.9	9.2	-2.8	1.4	0.7
COc1cccc(-c2nnn(CCC(=O)O)n2)c1	-6.2	-10.4	-0.8	-0.8	6.3	6.8	2.0	4.7	-0.1
CC(C)N(C(=O)Cn1cc(S(=O)(=O)CC(=O)NCCc2ccccc2)c2ccccc21)C(C)C	/	3.8	-4.5	16.2	-6.8	-1.2	-0.7	0.8	0.7
Cc1cc(C)c2c(=O)n3c(nc2c1)C(CC(C)C)NC(=O)c1cc2ccccc2cc1-3 (stereo not given)	/	-10.8	-1.4	10.5	0.2	6.9	-22.4	-0.6	-0.1
CCOC(=O)C1=C(C)NC(=O)C1CC(=O)O (stereo not given)	10.6	-4.7	-4.1	23.5	-1.5	11.8	11.1	0.1	1.6
CCN1C(=O)/C(=C/c2ccc(OC)c(OC)c2)N=C1SCC(=O)NCc1ccco1	-16.6	3.2	-6.1	6.2	-6.2	1.9	-8.0	0.7	0.6
O=c1cc(-c2cccc(F)c2)[nH]c2ccccc12	0.4	10.5	-1.1	11.0	8.0	-0.1	-3.2	15.3	0.2
C=CCSc1nnc(NC(=O)c2cccc(S(=O)(=O)N(C)c3ccccc3)c2)s1	-23.6	4.1	-3.4	19.2	-7.8	0.7	-6.1	2.7	2.0
Cc1ccc(NC(=O)C2CCCCC2)cc1C	-13.0	-5.7	-7.1	6.6	-10.3	4.3	6.0	11.2	-0.9
CC(=C/C(=O)O)/C(=C/c1ccccc1)C(=O)O	-0.3	-13.0	-1.2	20.6	-10.1	9.8	-12.3	0.1	0.2
COc1ccccc1NC(=O)Cn1nnc(-c2ccccc2NC(=O)c2ccco2)n1	-13.7	-10.9	-2.3	12.0	-0.8	12.6	55.6*	12.6	2.0
Cn1cnnc1SCCC(=O)Nc1ccc(Cl)cc1	-10.6	8.7	-1.7	16.1	3.9	-2.6	7.8	7.8	1.8
CC1(C)CC(=O)C=C(c2cccc(O)c2)C1	-10.0	1.9	-1.6	2.4	-2.6	4.7	13.0	6.5	0.7
CNC(=O)CSc1cnc2ccccc2n1	-8.0	-6.7	-6.2	18.2	-7.4	8.7	1.3	3.9	0.4
O=C(NC1CCCC1)C1=COCCO1	-4.9	-4.3	-3.3	6.5	2.4	3.6	-13.2	7.7	-0.2
O=C1CC2(CCCC2)C(=O)N1CN1CCN(S(=O)(=O)c2ccc(Cl)c(Cl)c2)CC1	-1.6	13.5	-5.8	-7.3	8.4	-8.5	-0.6	1.9	-0.3
CC(=O)c1ccc2c(c1)C1C=CCC1C(c1ccc(S(=O)(=O)N3CCOCC3)cc1)N2 (stereo not given)	6.8	1.2	-5.8	11.1	8.1	7.2	-7.2	0.7	2.0
O=C(CCN1C(=O)C2C3C=CC(C3)C2C1=O)Oc1ccc2ccccc2c1 (stereo not given)	-21.9	-0.9	-4.7	15.8	-1.8	3.7	-4.3	5.2	4.1
CS(=O)(=O)N1CCN(C(=O)Nc2ccccc2)CC1	5.1	-1.7	-6.5	-4.2	1.4	-5.2	1.9	12.2	-0.1

(next part)
SMILES	CHO parental Ca	M1 antag	M1 ag	M1 PAM parental	CHO-K1 Ca antag	M1 PAM	TAAR1 antag	TAAR1 agonist	M1 ag parental
CCCCCCSc1cccc(-c2nc3ccc(Cl)cn3c2NCc2ccccc2)c1	-27.5	-12.3	-3.9	6.5&4.8	-10.3&-3.5	5.9	-5.2&-16.8	6.3&-0.3	0.5&0.1
COc1ccccc1CNc1ncc(-c2ccccc2)n1C	/	22.6	-10.4	11.8	1.9	-20.4	-22.9	0.5	0.8
C=CCN(c1ccc(C(=O)Nc2ccc3c(c2)n(C)c(=O)n3C)cc1)S(C)(=O)=O	0.1	-11.7	-2.8	14.1	-2.8	7.0	-2.3	0.5	0.2
CCC(C(=O)c1ccc(O)cc1)c1ccccc1 (stereo not given)	23.5	-9.9	-3.0	-0.1	6.9	-9.4	8.9	0.5	0.8
O=C(O)C1C2C=CC(C2)C1C(=O)Nc1cccc(C(=O)N2CCCCC2)c1 (stereo not given)	-3.4	-5.2	-0.2	4.9	-9.9	9.0	3.0	-0.2	0.0
O=C1[C@@H]2Cc3c([nH]c4ccccc34)C(c3ccc(Cl)cc3)N2C(=O)CN1CCO (stereo not given in full)	-13.7	-8.5	-3.2	-1.6	0.6	7.9	10.7	5.8	1.5
O=C(NC1CCCCC1)C1c2ccccc2OCC(=O)N1Cc1ccc2c(c1)OCO2 (stereo not given)	/	/	/	17.6	-15.7	/	-5.6	0.0	0.6

Just M1 PAM and M1 ag (two entries from above):
molecule	M1 PAM	M1 ag
O=C(O)C1C2C=CC(C2)C1C(=O)Nc1cccc(C(=O)N2CCCCC2)c1 (stereo not given)	9.0	-0.2
O=C1[C@@H]2Cc3c([nH]c4ccccc34)C(c3ccc(Cl)cc3)N2C(=O)CN1CCO (stereo not given in full)	7.9	-3.2
